# Lipid storage S3 – qHTS Assay for Lipid Storage Modulators in Drosophila S3 Cells; Drosophila S3 cells, BODIPY lipid droplet fluorescence, 18-24 h; cells fed with added oleic acid; Potency in µM for hits, for the others lipid storage change, negative = inhibition, % at the top dose, mostly 46.1 µM; 320,000 tested, 0.64% active; AID 2685, 2010; active = well fitted inhibition curve with a large enough effect in the signal ratio, with a control signal flat, not every such curve was filed as active; inconclusive = small, poorly fitted or top-dose-only effect, or effect the other way, or a change in a side signal; the % refers to the signal ratio
#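 Drosophila S3 cells got compounds at several concentrations plus oleic acid (400 uM solution). Laser-scanning cytometry with 488 nm excitation read lipid droplets at 500-530 nm and cells at 575-640 nm. Percent activity was relative to 20 uM Triacsin C.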
# Lipid storage S3 cell count max – also measured in Lipid storage S3; calls as there; cell number change, %; measured here: cell count max response;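 cells counted by Cell Tracker Red CMTPX staining in the red channel; peak over a dose series mostly up to 46.1 µM; percent activity relative to internal control wells on each plate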
# * = called active by the depositor; i = inactive; ? = inconclusive; · = not tested or not shown; [ ] = remark or other dose. % is set by controls: 0 for no effect and ±100 for the full control effect; potency is the fitted concentration of half-maximal effect. This is a subset; rates above refer to the full screens.
mol	Lipid storage S3	Lipid storage S3 cell count max
COc1ccc(CN(C(=O)c2cc(=O)c3ccccc3o2)C2CCS(=O)(=O)C2)cc1OC (stereo unspecified)	?	·
COC(=O)c1sc(N2C(=O)c3oc4ccccc4c(=O)c3C2c2cccs2)nc1C (stereo unspecified)	i	·
O=S(=O)(NC1=NCCC1)c1cccc(NS(=O)(=O)c2ccc(F)c(Cl)c2)c1	-26.9%	-0.1
CCCCC1=NC2(CCCC2)C(=O)N1Cc1ccc(-c2ccccc2-c2nn[nH]n2)cc1	6.5%	7.1
CCOc1ccc(C(CC(=O)O)NC(=O)c2cccs2)cc1 (stereo unspecified)	-3.5%	2.7
Cn1nc(C(=O)NC2CCCCC2)c2c1-c1ccccc1S(=O)(=O)C2	i	17.4
CCCn1c(=S)[nH]c2cc(C(=O)N3CCCC(C(=O)OCC)C3)ccc2c1=O (stereo unspecified)	-8.0%	8.3
CCOC(=O)C(CC(=O)O)NCc1ccco1 (stereo unspecified)	i	13.8
COc1ccc(NC(=O)CSCc2ccc(C#N)cc2)c(OC)c1	?	·
Cc1cc(C2=NNC(=Nc3ccccc3)SC2)c(C)n1C	?	·
COc1cccc2cc(C(=O)N3C(C)CCCC3C)c(=O)oc12 (stereo unspecified)	1.3%	-4.8
Cc1ccccc1-n1cnc2c(sc3nc(N4CCOCC4)c4c(c32)CCCC4)c1=O	-13.4%	8.3
Cc1cc2c(Nc3ccccc3)ncnc2s1	?	·
Cn1c(=O)n(C)c2cc(S(=O)(=O)NCCO)ccc21	?	·
CCC1CCCCN1c1nc(-c2ccncc2)nc2ccccc12 (stereo unspecified)	?	·
COc1cccc(-c2nnn(CC(=O)Nc3ccc(C)cc3C)n2)c1OC	?	·
CC(C)(C)c1ccc(S(=O)(=O)N2CC(=O)Nc3ccccc32)cc1	?	·
C=C(C)c1cccc(C(C)(C)NC(=O)N2CCCCC2CC)c1 (stereo unspecified)	?	·
CCc1c(C)c2ccc(O)c(CN3CCCC3)c2oc1=O	i	24.3
COc1ccc(CN2CCN(CCCCOc3ccc(Cl)cc3)CC2)c(OC)c1OC	16.5%	11.6
COc1ccc2nc(/C=N/NC(=O)CCNC(=O)OC(C)(C)C)ccc2c1	?	·
COc1ccc(NC(=O)[C@@H]2[C@@H]3C(=O)N(C4CCCCC4)C(=O)[C@@H]3C3c4ccccc4C=CN32)cc1 (stereo partly specified)	7.6%	-18.4
Cc1ccc(N2CC(C(=O)N3CCC(c4nc5ccccc5[nH]4)CC3)CC2=O)cc1C (stereo unspecified)	-3.3%	8.0
Nc1c(C(=O)O)cnc2c(-c3ccc(Cl)cc3)cnn12	?	·
C=CCn1c(=O)c2ccc(C(=O)NCc3ccccc3)cc2n(Cc2ccc(C)cc2)c1=O	0.7%	-15.0

# Next section.
mol	Lipid storage S3	Lipid storage S3 cell count max
Cc1ccc(NC(=O)c2ccc(S(=O)(=O)NCC3CCCO3)cc2)cc1C (stereo unspecified)	-21.7%	6.6
O=C(NCc1ccco1)C1CCN(S(=O)(=O)c2cccc3cccnc23)CC1	21.7%[9.22 µM]	4.8
Cc1nn(C)c(Cl)c1CN1CCC(n2nccc2NC(=O)C2CCCC2)CC1	?	·
COc1cccc2c1cc1c(=O)n(CC(=O)N3CCC(C)CC3)nc(C)n12	?	·
N#CC1(Cc2ccccc2)c2ccccc2C=CN1C(=O)c1ccccc1 (stereo unspecified)	i	24.7
CCOCC(=O)Nc1nc2ccc(OCC)cc2s1	?	·
Cc1cc(=O)oc2cc(OCC(=O)N3CCOCC3)ccc12	6.8%	12.3
CSc1ccccc1NC(=O)Nc1cccc(Cl)c1Cl	?	·
Cn1c(NC(=O)C(C)(C)Oc2ccc(Cl)cc2)cc(=O)n(C)c1=O	?	·
O=C(NCCOc1ccc(F)cc1)C1CCC(=O)N(CCN2CCOCC2)C1 (stereo unspecified)	?	·
CCN(CC)S(=O)(=O)c1ccc(NC(=O)c2cc(=O)[nH]c3ccccc23)cc1	?	·
COc1cccc(NC(=S)N2CCN(C(c3ccccc3)c3ccccc3)CC2)c1	17.0%	·
Cc1cccc(N2CCN(Cc3c(C)n(C)n(-c4ccccc4)c3=O)CC2)c1C	15.6%	8.5
COC(=O)c1c(C)[nH]c(C(=O)C(C)OC(=O)C2CC(=O)N(c3ccc(C)cc3)C2)c1C (stereo unspecified)	5.9%	0.8
Cc1ccc(S(=O)(=O)CNC(=S)c2cccc(Cl)c2)cc1	1.5%	-0.1
Cc1ccc(/C=C/C(=O)OCC(=O)NC(C)C)o1	?	·
CC(=O)c1ccc(N2CCN(C(=O)/C=C/c3ccc(S(=O)(=O)NCc4ccco4)cc3)CC2)cc1	?	·
O=C(Oc1ccc(/C=N/Nc2ccccc2)cc1)c1ccccc1	i	-14.9
CCCn1c(=S)[nH]c2sc3c(c2c1=O)CCCC3	i	28.2
O=C(CSc1nc2ccccc2c(=O)n1-c1ccc(F)cc1)Nc1ccc2c(c1)CCC2	?	·
O=C(Nc1cccc(Cl)c1)C1C2C=CC3(O2)C1C(=O)N(CCN1CCCCC1)C3C(=O)NC1CCCCC1 (stereo unspecified)	?	·
Cc1ccc2nc(C3CCN(C(=O)c4ccco4)CC3)[nH]c2c1	?	·
CC(C)(C)NC(=O)c1cccc(NC(=O)Cc2ccc(Br)cc2)c1	?	·
COc1ccc(OCc2nnc(SCC(=O)c3ccccc3)o2)cc1	1.6%	10.9
O=C(COC(=O)c1ccc(O)cc1)NCCc1c[nH]c2ccccc12	-61.8%	-17.7

# Gathered by group: the entries above containing an NH in an aromatic ring (eight)
mol	Lipid storage S3	Lipid storage S3 cell count max
CCCCC1=NC2(CCCC2)C(=O)N1Cc1ccc(-c2ccccc2-c2nn[nH]n2)cc1	6.5%	7.1
CCCn1c(=S)[nH]c2cc(C(=O)N3CCCC(C(=O)OCC)C3)ccc2c1=O (stereo unspecified)	-8.0%	8.3
Cc1ccc(N2CC(C(=O)N3CCC(c4nc5ccccc5[nH]4)CC3)CC2=O)cc1C (stereo unspecified)	-3.3%	8.0
CCN(CC)S(=O)(=O)c1ccc(NC(=O)c2cc(=O)[nH]c3ccccc23)cc1	?	·
COC(=O)c1c(C)[nH]c(C(=O)C(C)OC(=O)C2CC(=O)N(c3ccc(C)cc3)C2)c1C (stereo unspecified)	5.9%	0.8
CCCn1c(=S)[nH]c2sc3c(c2c1=O)CCCC3	i	28.2
Cc1ccc2nc(C3CCN(C(=O)c4ccco4)CC3)[nH]c2c1	?	·
O=C(COC(=O)c1ccc(O)cc1)NCCc1c[nH]c2ccccc12	-61.8%	-17.7

# Following part.
mol	Lipid storage S3	Lipid storage S3 cell count max
Clc1ccccc1-c1nnc2sc(-c3ccccn3)nn12	12.7%	18.5
O=C1CCCc2c1nc(-c1ccc([N+](=O)[O-])cc1)n2O	8.0%	12.7
C=CCn1c(COc2ccccc2)nc2ccccc21	?	·
Cc1nn(C)c(C)c1/C=C(\C#N)C(N)=O	?	·
O=C(NC1CCN(C(=O)Nc2cccc(Cl)c2)CC1)c1ccco1	?	·
CCOc1ccc2nc(COC(=O)c3cccs3)c(C(=O)c3ccccc3)[n+]([O-])c2c1	11.4%	0.0
Cc1cccc(NS(=O)(=O)c2ccc3c(c2)CCC(=O)N3)c1	?	·
COc1ccc(NC(=O)CS(=O)(=O)c2cn(CC(=O)N3CCCC3)c3ccccc23)c(OC)c1	?	·
Cc1ccc(NC(=S)N(CCN(C)C)Cc2cccs2)cc1C	?	·
CCCN(Cc1nnc(-c2cccs2)o1)C(=O)CN1C(=O)NC2(CCCCC2)C1=O	?	·
CCOC(=O)N1CCN(C(=O)CN(c2ccc3c(c2)OCO3)S(C)(=O)=O)CC1	10.9%	-1.5
COc1ccccc1NC(=O)CSc1nnc(C2CCCCC2)n1N	?	·
CCC(CC)NC(=O)Nc1ccc(F)c(Cl)c1	?	·
Cc1ccc(CNC(=O)C2CCC(CNc3c(N4CCC(C)CC4)c(=O)c3=O)CC2)cc1 (stereo unspecified)	?	·
CCCOc1ccc(C2C(=O)N(C3CCCCC3)CC(=O)N2C2CC2)cc1OC (stereo unspecified)	8.2%	2.4
CC1(C)SC(=S)N(NC(=O)Nc2cccc3ccccc23)C1N(O)C(=O)Nc1ccccc1 (stereo unspecified)	?	·
O=C(NNC(=S)NC(=O)c1ccccc1[N+](=O)[O-])c1ccccc1[N+](=O)[O-]	?	·
O=C(N/N=C/c1cc(Br)ccc1O)c1ccncc1	-17.4%	-20.6
CCOC(=O)N1CCc2c(sc3[nH]c(=S)[nH]c(=S)c23)C1	-18.1%	-13.3
Cc1ccn2c(=O)nc(SCC(=O)NCc3ccccc3)nc2c1	?	·
Cc1ccc(NC(=O)c2cccc(NC3=NC4CS(=O)(=O)CC4S3)c2)cc1C (stereo unspecified)	-7.6%	-2.9
O=C1c2ccccc2C(=O)N1CCCc1nc2ccccc2c(=O)n1CCCn1ccnc1	17.5%	-0.9
CCc1ccc(CNCc2ccc(OCC(O)CN(C)Cc3ccccc3)cc2)nc1 (stereo unspecified)	14.1%	0.0
O=C(c1cc(COc2c(F)cccc2F)on1)N1CCC(c2ccncc2)CC1	?	·
O=C(COc1ccc(S(=O)(=O)N2CCCC2)cc1)NCc1ccco1	?	·

# Following part
mol	Lipid storage S3	Lipid storage S3 cell count max
COC(=O)C(C)Sc1ccc2nnc(-c3ccc(F)cc3)n2n1 (stereo unspecified)	10.7%	·
CCOC(=O)c1[nH]c2ccc(F)cc2c1NC(=O)CCN1CCSCC1	3.0%	-1.0
Cc1cccc(-n2c(N)cc(=O)nc2SCC(=O)NC2CCCCC2)c1	9.1%	-10.1
CCCCNC(=O)C1CCC(=O)N1CCc1ccccc1 (stereo unspecified)	0.1%	12.2
O=C(NCCCN1CCCC1=O)c1ccc2c(c1)OCO2	i	-3.5
O=C(N/N=C/c1ccccc1[N+](=O)[O-])c1ccc(COc2ccccc2-c2ccccc2)cc1	3.5%	0.5
CC(=O)Nc1ccc(NC(=S)NC(=O)/C=C/c2ccco2)cc1	4.61µM*	-27.7*
CCOC(=O)c1c(NC(=O)Cc2cccs2)sc(C(=O)NC2CCCCC2)c1C	0.7%	-13.7
CCO[C@@H]1OC(C(=O)NCc2ccccc2)=C[C@H](c2ccc(C(F)(F)F)cc2)[C@H]1CCCO	?	·
O=C(CSc1ccccn1)Nc1ccccc1F	?	·
CNC(=O)c1nc(C)n(-c2ccc([N+](=O)[O-])cc2)n1	?	·
CCSc1nnc(NC(=O)c2cccc3ccccc23)s1	?	·
O=C1/C(=C/c2c[nH]c3ccccc23)CCC/C1=C\c1c[nH]c2ccccc12	?	·
CCc1ccccc1N(CC(=O)NCC1CCCO1)C(=O)CCC(=O)Nc1cc(C)on1 (stereo unspecified)	25.9µM*	7.1*
CC(C)n1c(NCc2ccccc2O)nc2ccccc21	?	·
Cc1cccc(N(C(=O)C(F)(F)F)C(C(=O)NC2CCCCC2)c2cccs2)c1 (stereo unspecified)	1.0%	3.4
O=C(O)c1cccc(NS(=O)(=O)c2ccc(C3CCCCC3)cc2)c1	-6.3%	14.8
O=C(CN1C(=O)NC2(CCCCCC2)C1=O)c1ccc(F)cc1	15.4%	21.0
CC1=NN(c2ccccc2)C(=O)/C1=C/C=C/c1ccc(N(C)C)cc1	?	·
COc1ccc(N2CCN(c3n[nH]c(N)n3)CC2)cc1	?	·
CSc1nsc(SC)c1NC(=O)OCCc1ccccn1	?	·
Nn1cc(-c2ccccc2)nc1SCC(=O)NC1CCS(=O)(=O)C1 (stereo unspecified)	12.1%	5.6
CCCc1cc(C(=O)O)c2ccccc2n1	?	·
COCCn1c(SCC(=O)NC(=O)Cc2ccccc2)nc2ccccc2c1=O	1.6%	3.9
Cc1c(NC(=O)c2cccc(NC(=O)COc3ccccc3C#N)c2)c(=O)n(-c2ccccc2)n1C	?	·

# Pulled by compound from the entries so far (two):
mol	Lipid storage S3	Lipid storage S3 cell count max
COc1ccc(N2CCN(c3n[nH]c(N)n3)CC2)cc1	?	·
O=C(NCCCN1CCCC1=O)c1ccc2c(c1)OCO2	i	-3.5

# Other results.
mol	Lipid storage S3	Lipid storage S3 cell count max
CCN1CC(CN(C)Cc2nc(-c3ccc(C(F)(F)F)cc3)oc2C)CC1=O (stereo unspecified)	-0.9%	-14.3
CC(NC(=O)c1cc([N+](=O)[O-])cc([N+](=O)[O-])c1)C1CC2CCC1C2 (stereo unspecified)	?	·
CCOC(=O)C1(Cc2cccc(Cl)c2)CCCN(C(=O)c2cc(CC)on2)C1 (stereo unspecified)	2.31µM*	-22.9*
Cc1nc([N+](=O)[O-])c(C(=O)OCc2ccccc2)n1C	1.2%	0.1
O=C(Nc1ccc2nc3n(c(=O)c2c1)CCCC3)c1ccccc1[N+](=O)[O-]	?	·
O=C(Oc1ccc(Br)cc1)c1cncc(Br)c1	?	·
CC(C)CCNC(=O)CNC(=S)N(Cc1ccccc1)Cc1cccnc1	?	·
COc1c(C)cc(C(=O)C2CCCN(C(=O)CCCn3cncn3)C2)cc1C (stereo unspecified)	?	·
CC(=O)c1ccc(NC(=O)CSc2nc(C3CC3)nc3ccccc23)cc1	?	·
O=C(CN(Cc1ccc(Cl)cc1)C(=O)c1csnn1)NCc1ccc(F)cc1	?	·
COc1ccc(OCC(O)Cn2c(N3CCCCC3)nc3c2c(=O)[nH]c(=O)n3C)cc1 (stereo unspecified)	?	·
CC(NC(=O)c1ccccc1[N+](=O)[O-])C1CC2CCC1C2 (stereo unspecified)	?	·

# Assay outcomes from PubChem BioAssay.
